Hsp90 block = displaces geldanamycin probe from tumor Hsp90. NCI-N417 lysate Hsp90, Cy3B-geldanamycin FP displacement. inhibition, % at 30 µM. 0.35% of 64,000 active. AID 429;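 active means inhibition above 50%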;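 further: 0% = tracer plus lysate wells and 100% = tracer alone without lysate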
FXIa inh mix = blocks human factor XIa in pooled compound mixtures; purified FXIa, fluorogenic substrate; inhibition, % at 5 µM; 0.19% of 62,000 active; AID 680;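 further: each value is inhibition by a whole ten-compound pool holding the compound; 0% = enzyme with no mixture and 100% = wells lacking enzyme; strong numbers were not always called active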
DUSP1 inh = human dual specificity phosphatase 1 inhibition; inhibition, %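 (compounds tested at a single concentration somewhere between 10 and 100 µM)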; P28562; recombinant MKP-1, OMFP hydrolysis fluorescence; 0.15% of 65,000 active;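 active means inhibition above about 50%, limit read from the data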;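 further: 0% = DMSO max control wells and 100% = wells with enzyme stopped by NaOH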
HTR1A agonist = activates the human 5-HT1a serotonin receptor. P08908. CHO 5-HT1a Ga15 NFAT-bla reporter, FRET ratio; 0% basal, 100% maximal reference agonist. activation, % at 10 µM. 0.56% of 65,000 active;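 active means activation above the screen-wide mean activation plus 3 SD, cut at about 19% in these data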;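 further: 0% = DMSO wells and 100% = 5-CT at EC100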
FXIIa inh mix = blocks human factor XIIa in pooled compound mixtures; P00748; purified FXIIa, fluorogenic substrate; inhibition, % at 5 µM; 0.2% of 62,000 active; AID 684;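 further: 0% = enzyme without compound and 100% = no enzyme blank; some results filed as inactive read as strong as hits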
Target sequence (P00748 20-372 limits assumed): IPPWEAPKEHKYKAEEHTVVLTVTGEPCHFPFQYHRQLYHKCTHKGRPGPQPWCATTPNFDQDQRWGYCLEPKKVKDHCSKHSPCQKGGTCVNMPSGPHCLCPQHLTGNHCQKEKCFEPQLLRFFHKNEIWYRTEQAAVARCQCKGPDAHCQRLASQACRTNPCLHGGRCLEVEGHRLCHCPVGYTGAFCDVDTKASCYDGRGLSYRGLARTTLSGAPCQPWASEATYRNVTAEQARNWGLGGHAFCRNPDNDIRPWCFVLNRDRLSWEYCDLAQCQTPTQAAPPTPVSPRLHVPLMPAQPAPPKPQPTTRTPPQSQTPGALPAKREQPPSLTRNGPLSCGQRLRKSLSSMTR
Target sequence (P00748 373-615 limits assumed): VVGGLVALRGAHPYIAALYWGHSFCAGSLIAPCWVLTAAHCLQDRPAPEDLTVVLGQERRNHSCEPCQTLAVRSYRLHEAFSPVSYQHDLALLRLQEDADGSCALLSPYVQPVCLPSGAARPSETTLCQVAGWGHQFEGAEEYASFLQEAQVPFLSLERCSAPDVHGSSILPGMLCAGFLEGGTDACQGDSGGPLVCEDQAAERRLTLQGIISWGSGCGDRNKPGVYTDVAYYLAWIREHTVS
CatL block = blocks human cathepsin L protease activity; 0.17% of 58,000 active; inhibition, %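 (tested at 10 µM)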; purified cathepsin L, fluorogenic substrate, fluorescence; AID 460; in the data active means inhibition above about 45%;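 further: 0% = enzyme with no compound and 100% = no enzyme blank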
Target sequence (P07711 114-288 limits assumed): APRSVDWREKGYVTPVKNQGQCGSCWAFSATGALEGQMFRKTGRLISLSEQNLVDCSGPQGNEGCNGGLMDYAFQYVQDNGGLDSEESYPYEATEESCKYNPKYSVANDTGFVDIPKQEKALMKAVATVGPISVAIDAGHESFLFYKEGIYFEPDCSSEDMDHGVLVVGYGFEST
Target sequence (P07711 292-333 limits assumed): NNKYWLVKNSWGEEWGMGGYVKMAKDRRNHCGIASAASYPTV
Cdc25B block = inhibitors of human Cdc25B phosphatase; inhibition, %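 (compounds tested at 10 µM final in the well)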; P30305; 0.1% of 65,000 active; AID 368; recombinant Cdc25B, OMFP fluorescence Ex485/Em525; in the data active means inhibition above about 50%
CatG inh = inhibitors of human cathepsin G. P08311. purified enzyme, AMC-tetrapeptide fluorescence, pooled mixtures. inhibition, % at 5 µM (by protocol). 0.2% of 62,000 active. AID 581;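 active means inhibition above 20% in each of the two mixture wells holding the compound; inactive means inhibition of 20% or less in either well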;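 further: 0% = enzyme control without mixture and 100% = blank lacking enzyme; strong numbers were not always called active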
Target sequence (P08311 21-244 limits assumed): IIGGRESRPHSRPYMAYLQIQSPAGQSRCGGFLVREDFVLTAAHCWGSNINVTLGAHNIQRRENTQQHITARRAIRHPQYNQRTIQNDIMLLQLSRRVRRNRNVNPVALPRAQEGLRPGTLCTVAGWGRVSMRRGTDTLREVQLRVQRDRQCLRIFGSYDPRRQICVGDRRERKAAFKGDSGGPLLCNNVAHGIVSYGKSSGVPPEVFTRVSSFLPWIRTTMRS
C1s block = human complement C1s inhibition. purified C1s, fluorogenic AMC substrate, pooled mixtures. mean inhibition % of two 10-compound mixtures (hits give high values), % at 5 µM (by protocol). 0.16% of 62,000 active. P09871. AID 538;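 active means inhibition above 20% in each of the two 10-compound mixture wells holding the compound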;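 further: 0% = enzyme wells lacking compound mixture and 100% = no-enzyme blank wells; some compounds called inactive have numbers as strong as hits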
Numbers without * were called inactive; nt = not tested or not shown. Unless noted, no stated cut-off is given here; in the data, active means inhibition above about 20% (passing the limit was not always enough); inactive means the rest.

SMILES | Hsp90 block | FXIa inh mix | DUSP1 inh | HTR1A agonist | FXIIa inh mix | CatL block | Cdc25B block | CatG inh | C1s block
O=c1cc(-c2ccccc2)[nH]n1-c1nc2ccccc2[nH]1 | -8 | 13 | 15 | -4.2 | 0 | 10 | -5 | 1 | -2
CCOC(=O)N1CCN(c2nc(C)c3c(n2)CCCC3=O)CC1 | -5 | 8 | 0 | -2.1 | 24 | 0 | 0 | 13 | 17
CCn1c(C(=O)N2CCCC(C(=O)NCCCc3ccccc3)C2)cc2sccc21 (configuration not stated) | 1 | 2 | 10 | 2.1 | -15 | 1 | -4 | -2 | -3
COc1ccc(NC(=O)c2coc3ccccc23)cc1OC | 5 | -5 | -20 | -0.5 | 10 | 4 | -1 | 7 | -17
CCn1cc(C(=O)NCCOC)c(=O)c2ccc(C)nc21 | -1 | 0 | 3 | -1.0 | -9 | nt | -8 | 10 | 15
O=C(Nc1ccc(F)cc1)Nc1ccc(Cl)cn1 | -3 | -4 | 19 | 0.0 | 2 | 23 | -4 | -4 | -44
COc1cccc(C2CC(=O)N3CN(c4cccc(Cl)c4C)CSC3=C2C#N)c1OC (configuration not stated) | -3 | 1 | 2 | 0.6 | 8 | 1 | 1 | 8 | 2
Cc1cc(C)cc(NC(=O)C2CCCN(c3nc(C)cc(C)n3)C2)c1 (configuration not stated) | -1 | 1 | 8 | -0.3 | 3 | 13 | -7 | 9 | 4
Cc1oc2c(CN3CCOCC3)c(O)ccc2c(=O)c1-c1ccccc1 | 0 | -1 | 2 | -1.4 | 8 | -163 | -3 | -5 | -36
COc1cccc(CN(C(=O)c2cc3ccccc3oc2=O)C2CC2)c1 | -2 | -10 | -13 | 0.0 | 6 | 12 | -4 | -15 | -17
COc1ccc(Cc2nn3c(Cn4nnc5ccccc54)nnc3s2)cc1 | -13 | 1 | -9 | -4.8 | -4 | 8 | 2 | 6 | 5
COc1cccc(NC(=O)CCS(=O)(=O)c2cccs2)c1 | -1 | 14 | -4 | 1.7 | -14 | 0 | -7 | 0 | 1
COc1ccc(C2=C(C)CC(C)(C)NC2=O)cc1OC | -6 | 5 | -10 | 1.9 | -4 | nt | 4 | 11 | 15
N#CC1=C(SCC(=O)c2cc3ccccc3oc2=O)NC(=O)C(C#N)C12CCCC2 (configuration not stated) | -10 | 5 | -6 | -1.3 | -4 | 11 | 8 | 10 | 12
Cc1nnc(SCC(=O)c2cc(C)n(-c3c(C)n(C)n(-c4ccccc4)c3=O)c2C)s1 | 0 | 3 | 17 | 0.8 | -6 | 7 | -9 | 12 | 0
O=C(NC1CCS(=O)(=O)C1)c1c(NC(=O)C2COc3ccccc3O2)sc2c1CCCC2 (configuration not stated) | -5 | 9 | 14 | 1.8 | 12 | 8 | 9 | 5 | 23
C=CCOC(=O)CN1C(=O)c2ccccc2C1=O | 3 | 7 | -2 | -1.2 | 0 | nt | -12 | 5 | 13
COCCNC(=O)CN(c1ccccc1OC)S(C)(=O)=O | 0 | 5 | 12 | -1.6 | 10 | 2 | 0 | 6 | 12
Cc1nnc2sc(-c3ccc(NC(=O)c4cccnc4)cc3)nn12 | -10 | 11 | 2 | -1.2 | 4 | 2 | -6 | -1 | -26
O=C1N(O)C2(C=CCCC2)/C(=N\O)C12CCCCC2 (configuration not stated) | -1 | 4 | 3 | 0.1 | 9 | 8 | -1 | -12 | -47
O=P(CCNCc1ccco1)(c1ccccc1)c1ccccc1 | -2 | 7 | -1 | 0.1 | -3 | 9 | -11 | 4 | -10
CC(C)C(=O)Nc1nnc(CCc2nnc(NC(=O)C(C)C)s2)s1 | -9 | 7 | -5 | 0.8 | 3 | 1 | 2 | -6 | 1
CCCN(CCC)C(=O)Cn1c(=O)n(CCCCC(=O)NC2CCCC2)c(=O)c2ccccc21 | 3 | -2 | 9 | -2.1 | 16 | 13 | -2 | 4 | -33
CCOc1ccc(Nc2ncnc(N)n2)cc1 | -5 | 4 | 0 | 0.5 | -6 | 2 | 9 | 0 | -27
Cn1nnnc1SCc1cc(=O)[nH]c2ccccc12 | -3 | -29 | -31 | -0.8 | -18 | -3 | -5 | -15 | -154
CC(C)(C#N)Nn1cnnc1 | 0 | 2 | -24 | -0.8 | 4 | -4 | -9 | 3 | -13
COCCNC(=O)CSc1nc2c(n1-c1ccccc1)CCCC2 | -2 | 7 | 19 | -2.8 | 1 | 11 | 0 | 6 | 11
CCOC(=O)CC(N)c1ccc(OC)cc1 (configuration not stated) | -1 | 6 | 17 | 1.2 | -10 | 22 | -12 | 9 | 8
Cc1ccccc1S(=O)(=O)Cc1ccc(C(=O)NCCN2CCN(Cc3ccccc3)CC2)o1 | -1 | -5 | 2 | -1.4 | 4 | 18 | 3 | 8 | -9
COc1ccc(C2NCCO2)cc1OC (configuration not stated) | -2 | 7 | -10 | -2.3 | -3 | -15 | 2 | -2 | -1
CC(C)(C)NC(=O)C(c1ccc(F)cc1)N(Cc1ccco1)C(=O)c1csnn1 (configuration not stated) | -2 | 5 | 29 | -0.4 | 2 | 1 | 7 | 9 | 10
CC12CC(NC(=O)N1c1cccc(C(=O)Nc3ncn[nH]3)c1)c1ccccc1O2 (configuration not stated) | -2 | 4 | -13 | -4.2 | 4 | -9 | 4 | 10 | -14
COc1cccc(-c2cnc(NCc3cc(Cl)ccc3O)n2C)c1 | 1 | 7 | 8 | -0.4 | 4 | 8 | -12 | 1 | 0
CCCn1c(N2CCN(Cc3cccc(C)c3)CC2)nc2c1c(=O)[nH]c(=O)n2C | 0 | -7 | 13 | -0.3 | 5 | nt | -5 | 4 | -8
Cc1cccc(Nc2ncnc3ccccc23)c1 | -5 | 8 | 6 | -0.2 | -8 | 3 | 5 | 30 | -8
CCC(=O)Nc1ccc(S(=O)(=O)Nc2cccnc2)cc1 | -1 | 3 | 3 | -2.7 | 11 | 0 | -6 | -2 | 1
COc1ccccc1NC(=O)N(Cc1ccco1)Cc1cc2cc(C)cc(C)c2[nH]c1=O | -4 | 3 | 8 | -0.1 | -5 | 12 | 0 | 5 | -1
Cc1nc2ccc(S(=O)(=O)NCC(=O)N(C)Cc3ccco3)cc2s1 | -4 | 0 | -7 | -1.3 | 12 | 20 | 0 | -5 | 2
CCCc1cc(=O)oc2c(CN3CCN(C)CC3)c(O)c(Cl)cc12 | 0 | nt | -16 | 11 | nt | nt | 10 | nt | nt
COc1ccccc1S(=O)(=O)Cc1ccc(C(=O)N2CCN(c3ccccc3)CC2)o1 | -3 | -3 | 23 | 1.2 | -11 | 8 | -4 | -7 | -18
COC(=O)Cc1c(C)c2c(O)cc(C)cc2oc1=O | 1 | 3 | -2 | 134* | 12 | -27 | 1 | -1 | -11
CCOC(=O)c1cc(-c2ccncc2)nc2c1c(C)nn2C | 0 | -7 | 11 | 6.0 | 5 | 9 | -16 | 1 | -42
CCC1SC2=NC(C)=C(C(=O)OC)C(c3cccs3)N2C1=O (configuration not stated) | -1 | 6 | -9 | 0.2 | 7 | 2 | 0 | 3 | 0
O=C(CSc1nnc(-c2ccc(S(=O)(=O)N3CCCC3)cc2)n1CC1CCCO1)NC1CC1 (configuration not stated) | 2 | 2 | 6 | -1.6 | 10 | -5 | 3 | -6 | 0
CCn1cc(C(=O)N2CCCC2)c(=O)c2cc(S(=O)(=O)N(C)C)ccc21 | -2 | 6 | 5 | -2.2 | -4 | nt | -5 | 1 | -42
CCOC(=O)c1[nH]c(C)c(CCC(=O)OC)c1C | 4 | 7 | 4 | -1.9 | 12 | -6 | -6 | 13 | 14
CCn1c(=O)c(C(=O)CN2CCOCC2)c(N)n(Cc2ccccc2)c1=O | -3 | 10 | 7 | -0.7 | -1 | 1 | -5 | 8 | 23
CC(=O)OC1CC(C)(C)N(OC(=O)c2ccc(N)cc2)C(C)(C)C1 | 4 | -13 | 6 | -0.4 | -16 | -4 | -8 | -7 | -55
Cc1noc(C)c1CSc1ncnc2sc3c(c12)CCC3 | -3 | 5 | -11 | -2.4 | -5 | -19 | -7 | 9 | 16
COC(=O)c1[nH]c(C)c(/C(O)=C2\C(=O)C(=O)N(CCN(C)C)C2c2ccco2)c1C (configuration not stated) | -11 | -6 | -11 | 0.5 | 1 | 11 | 10 | 6 | -17
CCOC(=O)/C(C#N)=C1/SC(CC)C(=O)N1c1ccc(C)cc1 (configuration not stated) | -1 | -4 | -2 | 1.6 | 2 | 22 | 1 | 6 | -3
OC(c1cccnc1)c1cccs1 (configuration not stated) | -5 | 4 | 5 | -2.0 | -3 | -2 | -10 | -1 | 2
CC(=O)N1CCN(c2ccc(NCc3ccc4c(c3)OCO4)cc2)CC1 | 19 | 23 | -4 | 43* | -17 | -3 | 3 | 17 | 20
C=CCNC(=O)c1oc2ccc(S(=O)(=O)N(CC)CC)cc2c1C | -1 | 4 | 29 | -3.4 | 3 | -4 | 5 | 4 | 1
COc1ccc2oc(C(=O)C3CC3)c(NC(=O)CCCN3C(=O)c4ccccc4C3=O)c2c1 | 3 | -1 | -1 | -3.0 | 4 | -2 | 6 | 8 | -1
O=C1CCCc2[nH]nc(-c3cccnc3)c21 | -4 | 5 | -3 | -3.3 | 9 | nt | -6 | -3 | -4
Cc1ccc(C(=O)Nc2ncc(Cc3ccccc3)s2)o1 | -1 | 0 | -3 | -1.5 | 3 | 1 | -2 | 8 | 5
CCn1c(C)nc2cc(C(=O)OC(C(F)(F)C(F)F)C(F)(F)C(F)F)ccc21 | -1 | 10 | 31 | 0.3 | -4 | 14 | -12 | 51 | 11
CCOc1ccc(OCC)c(Nc2cc(C)nc3nc(C)nn23)c1 | 0 | 0 | 9 | 2.6 | 1 | nt | -10 | 12 | 1
O=C1C2C(C(=O)N1c1ccncc1)C1C=CC2C12CC2 (configuration not stated) | -2 | 6 | -2 | -4.5 | 1 | -2 | 21 | 10 | 13

The closing two entries of the section before are carried over, then new ones follow:
SMILES | Hsp90 block | FXIa inh mix | DUSP1 inh | HTR1A agonist | FXIIa inh mix | CatL block | Cdc25B block | CatG inh | C1s block
CCOc1ccc(OCC)c(Nc2cc(C)nc3nc(C)nn23)c1 | 0 | 0 | 9 | 2.6 | 1 | nt | -10 | 12 | 1
O=C1C2C(C(=O)N1c1ccncc1)C1C=CC2C12CC2 (configuration not stated) | -2 | 6 | -2 | -4.5 | 1 | -2 | 21 | 10 | 13
COC(=O)CN(c1ccccn1)S(=O)(=O)c1ccccc1 | -2 | 5 | 2 | -1.9 | 10 | -26 | -5 | -2 | -32
COC(=O)n1ccc(C(=O)Nc2ccccc2F)n1 | 1 | 2 | -1 | -4.4 | -2 | -10 | -2 | -1 | 1
COCC(=O)Nc1sc2c(c1C(=O)OC)CCC(C)C2 (configuration not stated) | -2 | -12 | 10 | 0.6 | 6 | 5 | -10 | 1 | -26
COc1cccc(N2CCN(CC(=O)c3c[nH]c4ccc(OC)cc34)CC2C)c1 (configuration not stated) | -12 | 10 | 5 | -1.0 | 2 | 5 | 6 | 0 | 11
Cc1ccc(CNc2oc(-c3cccs3)nc2C#N)cc1 | -2 | -4 | 16 | 0.4 | 0 | -40 | -7 | 6 | -19
CCOc1cc(C(=O)NCc2nnc(SCC(=O)OC)n2C)cc(OCC)c1OCC | 2 | 2 | -1 | -1.1 | 13 | -1 | -8 | 14 | 14
CCn1c(SCC(N)=O)nnc1-c1ccc(S(=O)(=O)N2CCN(C)CC2)cc1 | -4 | 2 | -12 | -0.2 | 7 | 8 | 2 | -13 | -13
O=C(Nc1ccc(SC(F)F)cc1)C1=COCCO1 | nt | 6 | 8 | -2.6 | 2 | 13 | -1 | 0 | 2

Arranged by formula weight (rising): some entries from above
SMILES | Hsp90 block | FXIa inh mix | DUSP1 inh | HTR1A agonist | FXIIa inh mix | CatL block | Cdc25B block | CatG inh | C1s block
COC(=O)n1ccc(C(=O)Nc2ccccc2F)n1 | 1 | 2 | -1 | -4.4 | -2 | -10 | -2 | -1 | 1
O=C(Nc1ccc(SC(F)F)cc1)C1=COCCO1 | nt | 6 | 8 | -2.6 | 2 | 13 | -1 | 0 | 2
CCOc1cc(C(=O)NCc2nnc(SCC(=O)OC)n2C)cc(OCC)c1OCC | 2 | 2 | -1 | -1.1 | 13 | -1 | -8 | 14 | 14
